bovine MsrA act: bovine MsrA enzyme activators, primary screen, biochemical, absorbance, HTS; 360,000 tested, 0.3% active; activation, % at 10.6 µM; Methionine sulfoxide reductase A (Bos taurus); purified bovine MsrA, absorbance read-out; in the data active = activation above about 7.5%;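 also: 0% = vehicle and 100% = reference activator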
LMPTP block: LMPTP phosphatase inhibitors, primary screen, biochemical, fluorescence intensity, uHTS; recombinant LMPTP-A, OMFP fluorogenic substrate; 360,000 tested, 0.22% active; Low molecular weight phosphotyrosine protein phosphatase (Homo sapiens), P24666; inhibition, % at 20 µM;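 active = compounds that cut the enzyme signal by at least half of the control window in the single-dose screen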;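 also: plate controls were DMSO wells with enzyme plus substrate for no effect and substrate without enzyme for full effect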
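material = LMPTP-A | quantity = 0.625 nM enzyme | reagent = OMFP substrate, 400 µM final | buffer or medium = Bis-Tris pH 6.0, DTT, detergent | detection = endpoint fluorescence intensity from OMFP dephosphorylation | dosing = single 20 µM dose | read-out basis = % inhibition relative to no-enzyme and uninhibited control wells | control set = no-enzyme and uninhibited controls | timing = 50 min at room temperature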
DNMT1 block: human DNMT1 methyltransferase inhibitors, primary screen, biochemical, molecular beacon, fluorescence, HinP1I cleavage, uHTS; DNA (cytosine-5)-methyltransferase 1 (Homo sapiens), P26358; inhibition (reported as % activation of signal), % at 10 µM; 360,000 tested, 0.83% active; AID 588458, 2011; in the data active = inhibition above about 50%
Target sequence (P26358 504-1616 limits assumed): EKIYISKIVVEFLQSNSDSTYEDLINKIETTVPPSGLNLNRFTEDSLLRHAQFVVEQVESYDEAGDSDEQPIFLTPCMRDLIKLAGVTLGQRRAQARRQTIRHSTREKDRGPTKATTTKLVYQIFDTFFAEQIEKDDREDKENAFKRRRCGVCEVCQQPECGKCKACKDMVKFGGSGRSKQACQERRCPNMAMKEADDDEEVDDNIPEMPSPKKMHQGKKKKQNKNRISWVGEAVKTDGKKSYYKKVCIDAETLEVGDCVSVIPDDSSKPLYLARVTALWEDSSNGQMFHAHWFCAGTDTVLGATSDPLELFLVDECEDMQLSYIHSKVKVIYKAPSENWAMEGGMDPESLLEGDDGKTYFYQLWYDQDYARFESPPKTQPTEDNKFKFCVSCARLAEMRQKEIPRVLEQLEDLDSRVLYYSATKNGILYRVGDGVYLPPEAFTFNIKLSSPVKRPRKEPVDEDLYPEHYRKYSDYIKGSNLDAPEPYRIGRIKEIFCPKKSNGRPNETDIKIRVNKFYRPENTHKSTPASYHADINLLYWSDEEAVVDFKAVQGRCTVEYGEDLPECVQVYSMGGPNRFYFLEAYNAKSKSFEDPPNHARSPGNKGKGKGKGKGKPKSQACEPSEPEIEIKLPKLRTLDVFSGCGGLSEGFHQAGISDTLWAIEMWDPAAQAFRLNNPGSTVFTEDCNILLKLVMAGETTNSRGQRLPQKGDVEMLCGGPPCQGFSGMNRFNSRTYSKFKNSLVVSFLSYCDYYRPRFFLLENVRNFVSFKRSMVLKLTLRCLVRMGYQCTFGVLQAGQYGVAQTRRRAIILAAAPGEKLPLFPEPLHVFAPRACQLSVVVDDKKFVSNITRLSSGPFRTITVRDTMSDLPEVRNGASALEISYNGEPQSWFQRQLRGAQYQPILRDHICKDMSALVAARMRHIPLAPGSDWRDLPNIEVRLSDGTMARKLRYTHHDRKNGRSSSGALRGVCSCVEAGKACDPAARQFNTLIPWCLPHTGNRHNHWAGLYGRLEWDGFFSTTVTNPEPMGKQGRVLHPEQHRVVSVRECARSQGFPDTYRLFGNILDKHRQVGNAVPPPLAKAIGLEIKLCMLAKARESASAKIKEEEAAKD
eLon inh: inhibitors of E. coli Lon protease, primary screen, biochemical, fluorescence polarization | 360,000 tested, 0.42% active | P0A9M0 | AID 602123, 2011 | purified E. coli Lon protease | inhibition, % at 7.94 µM; in the data active = inhibition above about 13%, passing the limit was not always enough;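 also: 0% = enzyme with probe and DMSO and 100% = no enzyme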
Tb MetRS inh: T. brucei MetRS inhibitors, primary screen, biochemical, luminescence | purified T. brucei MetRS, ATP depletion, Kinase-Glo luminescence | inhibition, % at 11.9 µM | methionyl-tRNA synthetase (Trypanosoma brucei brucei) | 360,000 tested, 0.4% active | AID 624268, 2012;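 active = inhibition above a per-plate cutoff of the control wells' mean inhibition plus 3 SD, cut at about 5.5% in these data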;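 also: 0% = DMSO wells median and 100% = median of wells with control inhibitor compound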
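technique = Kinase-Glo luminescence, ATP depletion format | system = purified MetRS (methionyl-tRNA synthetase) enzyme from Trypanosoma brucei | timing = 15 min preincubation, 2 h reaction, all 25 °C | evaluation = percent inhibition versus plate control medians | dosing = single dose, 11.9 µM final nominal, 0.9% final DMSO | also added = substrates ATP, L-methionine and bulk Escherichia coli tRNA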
STEP block: STEP phosphatase inhibitors, primary screen, biochemical, fluorescence intensity, uHTS; recombinant STEP, OMFP fluorogenic substrate; inhibition, % at 20 µM; 360,000 tested, 0.25% active;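 active = inhibition at 20 µM, scaled per plate between control wells, above about 37%, limit read from the data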;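 also: 0% = DMSO with enzyme and substrate and 100% = substrate only without enzyme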
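Test system: STEP tyrosine phosphatase / Reagent: OMFP at 25 µM / Doses: 20 µM, 1% DMSO / Read-out: percent inhibition scaled to no-enzyme and uninhibited-enzyme controls, plate-pattern corrected / Detection: FITC-channel fluorescence of OMFP product / Medium: Bis-Tris buffer pH 6.0, 2.5 mM DTT, 0.005% Tween 20 / Schedule: 20 min at room temperature, dark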
MsrA inhibitor: bovine MsrA enzyme inhibitors, primary screen, biochemical, absorbance, HTS; purified bovine MsrA, absorbance read-out; 360,000 tested, 0.75% active; inhibition, % at 15.5 µM; in the data active = inhibition above about 4.5%;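 also: 0% = vehicle wells with enzyme and 100% = reference inhibitor wells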
SUMO1-SIM PPI: modulators of SUMO1 protein-protein interactions, primary screen, biochemical, uHTS. inhibition, % at 20 µM. Small ubiquitin-related modifier 1 (Homo sapiens), P63165. 360,000 tested, 0.33% active. SUMO1 binding to a labelled peptide, TR-FRET, 1 h; in the data active = inhibition above about 37%
CendR NRP1 mod: modulators of CendR peptide binding to NRP-1, primary screen, biochemical, fluorescence polarization, uHTS | Neuropilin-1 (Homo sapiens), O14786 | FAM-RPARPAR peptide binding to NRP-1 | inhibition, % at 25 µM | 360,000 tested, 0.85% active | AID 602438, 2012;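 active = inhibition or corrected inhibition above about 18%, plus a signal ratio from 0.5 to 1.5, limit read from the data, passing the limit was not always enough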; also: strong numbers were not always called active
Scp1 inh: Scp-1 phosphatase inhibitors, primary screen, biochemical, colorimetric, uHTS; Recombinant Scp1, phosphopeptide, malachite green phosphate absorbance; 340,000 tested, 0.88% active; inhibition, % at 20 µM; Carboxy-terminal domain RNA polymerase II polypeptide A small phosphatase 1 (Homo …;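 active = inhibition above about 50% at 20 µM, limit read from the data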;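 also: plate controls were DMSO wells with enzyme for no effect and wells lacking enzyme for full effect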
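Times: enzyme reaction 45 min at room temperature, colour 5 min, stabilisation 30 min. Material: SCP-1 catalytic fragment, aa 76-261. Medium: Acidic Tris acetate buffer with magnesium and detergent. Signal: colorimetric free-phosphate detection, absorbance 630 nm. Read-out basis: % inhibition of SCP-1 phosphate liberation. Reagent: Phosphorylated 17-residue peptide substrate.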
Starred values were filed as active, the others as inactive; · = no result given.

Sample of the layout (two entries):
SMILES	bovine MsrA act	LMPTP block	DNMT1 block	eLon inh	Tb MetRS inh	STEP block	MsrA inhibitor	SUMO1-SIM PPI	CendR NRP1 mod	Scp1 inh
O=C(CNc1ccccc1)Nc1cccc2ccccc12	-11.1	-1.3	0.8	4.2	-0.8	-3.6	-0.1	4.4	-20.2	-5.2
CCC(c1nnnn1CCOC)N(Cc1cc2cc(C)c(C)cc2[nH]c1=O)CC1CCCO1 (centres undefined)	-7.5	-1.7	-0.7	-1.2	-0.5	2.5	3.6	-3.1	-7.0	-1.8

Results, from the first entry:
SMILES	bovine MsrA act	LMPTP block	DNMT1 block	eLon inh	Tb MetRS inh	STEP block	MsrA inhibitor	SUMO1-SIM PPI	CendR NRP1 mod	Scp1 inh
O=C(CNc1ccccc1)Nc1cccc2ccccc12	-11.1	-1.3	0.8	4.2	-0.8	-3.6	-0.1	4.4	-20.2	-5.2
CCC(c1nnnn1CCOC)N(Cc1cc2cc(C)c(C)cc2[nH]c1=O)CC1CCCO1 (centres undefined)	-7.5	-1.7	-0.7	-1.2	-0.5	2.5	3.6	-3.1	-7.0	-1.8
COC(=O)CCC(=O)N1CCCC(C(=O)c2ccc(Cl)cc2C)C1 (centres undefined)	-1.4	-2.5	-2.0	-2.1	-0.3	1.1	-0.5	-2.0	0.4	-7.3
CCOc1ccc(C2/C(=C(/O)c3ccc4c(c3)CC(C)O4)C(=O)C(=O)N2CC2CCCO2)cc1 (centres undefined)	-4.5	4.6	-3.6	-15.9	0.3	-1.7	0.0	-6.4	6.9	-11.6
CCN(CC)c1c(C)nc2ccc(C(=O)N3CCN(C(=O)c4ccco4)CC3)cn12	-1.1	-3.2	3.9	-3.4	-0.4	-0.6	0.1	-4.3	-5.1	·
CN1CCN(c2ccc(NC(=O)c3ccc(Cl)cc3Cl)cc2)CC1	-4.2	0.1	2.8	-4.6	-0.1	1.6	1.0	3.9	-6.0	-7.3
COC(=O)c1cc(-c2ccc(S(=O)(=O)N3CCCCC3)cc2)c(C(F)(F)F)s1	-3.1	3.2	0.3	1.0	-0.3	0.9	0.1	0.4	-0.9	-4.2
Cc1cc(NC(=O)c2ccc(S(=O)(=O)N(C)CC3CCCO3)cc2)no1 (centres undefined)	-4.5	-2.1	-1.0	-2.8	-0.7	0.8	-0.4	3.2	8.0	-1.3
CCNC(=O)C12CCC(C)(C(=O)C1Br)C2(C)C (centres undefined)	-9.4	0.5	18.6	-6.4	-1.4	0.9	-0.1	-7.2	0.0	6.8
COc1ccnc(Oc2ccccc2)c1-c1ncn[nH]1	-2.8	0.0	1.9	-11.9	-0.4	-1.1	0.4	-1.5	5.2	-8.0
COc1cc2c(cc1OCc1ccccc1)/C(=C/C(=O)OCc1ccccc1)OC2	·	-0.6	·	·	-1.0	·	0.5	-5.4	-15.1	·
Cc1nc(NC(=O)CN2CCN(c3cccc(Cl)c3)CC2)sc1C(=O)N(C)C	-4.0	-1.9	5.6	-5.4	-0.6	-1.5	-0.7	-2.1	11.1	2.3
COCCNC(=S)N1CCC(C(=O)c2ccc3c(c2)OCCO3)CC1	-4.0	0.9	1.8	-0.9	-0.3	1.1	-0.2	-0.2	15.5	0.6
Cc1nnc(SCC(=O)Nc2cccc(C(F)(F)F)c2)[nH]c1=O	-3.2	-0.7	-2.8	-1.1	0.0	-0.2	-1.8	5.9	-1.7	0.5
COc1ccc(Br)cc1C1NC(=O)NC(C)=C1C(=O)N(C)C (centres undefined)	3.8	-1.6	3.7	0.1	0.2	-2.0	-0.7	-1.9	21.0	-6.8
Cc1sc2ncnc(SCC(=O)N3CCOCC3)c2c1C	-11.8	0.7	0.1	12.7	0.2	1.0	2.2	-0.1	-5.7	-1.1
Cc1cn(C2OC(COC(=O)c3ccccc3)C(O)C2Cl)c(=O)[nH]c1=O (centres undefined)	-1.6	-0.7	1.3	-1.3	0.3	-4.5	-1.1	0.3	-2.6	-6.7
COc1ccc(/C=N/Nc2cc(C)nc(-n3nc(C)cc3C)n2)cc1	-3.2	1.3	-4.4	-1.3	-0.6	-0.9	3.1	3.5	-8.2	-5.3
O=C1C=CC(=O)N1c1ccc2ccccc2c1	-4.9	-0.9	-4.1	4.7	-0.4	-1.6	0.3	-1.8	5.3	-10.5
CCOc1ccccc1N(CC(=O)NC1CCCC1)S(=O)(=O)c1ccc(C)cc1	-10.1	-0.6	-0.3	12.8	-0.6	1.6	-1.6	5.7	3.3	5.1
COc1ccc(Cc2nnc(NC(=O)c3ccco3)s2)cc1OC	-5.8	0.0	-3.4	-9.8	0.1	-3.8	0.7	-0.6	-2.9	0.5
CCCn1c(N)c(C(=O)CSc2ncn[nH]2)c(=O)n(C)c1=O	-4.2	-0.8	5.9	8.0	0.8	-2.8	0.6	-6.9	-0.3	-10.4
NC(=O)Nc1ccc(Nc2ccccc2)cc1	-3.0	0.2	-8.2	4.3	-0.9	-1.5	0.8	8.2	-19.3	-9.0
Cc1cnc(NC(=O)c2ccc(-c3ccc([N+](=O)[O-])cc3)o2)s1	-3.4	5.1	-8.2	-6.9	0.2	1.9	1.4	-18.7	-0.4	-4.8
CC(C)=C1Cc2ccccc2C1=O	-3.0	-0.1	-5.3	2.0	-0.1	-4.5	1.4	-0.8	11.8	-10.6
Other structures.
SMILES	bovine MsrA act	LMPTP block	DNMT1 block	eLon inh	Tb MetRS inh	STEP block	MsrA inhibitor	SUMO1-SIM PPI	CendR NRP1 mod	Scp1 inh
CCC1CCCCN1C(=O)c1cc(-c2ccc(Cl)c(Cl)c2)on1 (centres undefined)	-1.2	1.0	3.6	-2.5	-0.3	0.2	1.6	0.9	2.4	-10.7
CN(Cc1cccc(C(F)(F)F)c1)Cc1nc(-c2cnccn2)no1	-1.6	-1.5	2.9	3.2	-0.8	2.1	1.1	-0.3	-2.0	1.1
CCOc1ccc(NS(=O)(=O)c2ccc(N)cc2)cc1	-6.2	-0.4	-1.7	-7.9	0.2	-1.8	0.3	-2.2	8.8	-2.2
N#Cc1cccc(-c2csc(C(O)c3ccc(F)cc3)n2)c1 (centres undefined)	-1.7	0.3	2.9	-0.9	-0.2	-0.8	1.4	1.9	-10.0	·
O=C(NCc1ccc(Cl)cc1)c1cccc2c1C(=O)N(CC1CCCO1)C2 (centres undefined)	-1.3	-1.0	-3.3	-0.4	-0.1	0.0	0.1	-1.1	3.8	-6.5
COc1cccc(-c2nc(NCC3CCCO3)c3ccccc3n2)c1O (centres undefined)	-1.9	5.5	2.1	-11.1	-0.8	-6.9	2.2	3.4	-2.0	-2.9
Cc1ccc(NC(=O)C(C)NS(=O)(=O)c2ccc(F)cc2)cc1C (centres undefined)	-3.8	0.1	2.2	-2.5	-0.9	-0.5	0.5	2.6	11.2	-3.2
COc1cccc(C2=NNC(=NCc3ccccc3)SC2)c1	-1.0	0.9	-11.5	-0.3	0.5	0.0	-1.1	1.2	30.7*	-4.6
COCCCNC(=O)/C=C1\Sc2ccccc2N(Cc2ccccc2F)C1=O	-2.0	-2.6	1.7	0.8	-0.5	0.8	-0.1	-4.3	-3.1	-7.4
CC(=O)CC1(O)C(=O)N(CN2CCN(c3ccccc3)CC2)c2ccccc21 (centres undefined)	1.3	-1.8	2.1	-8.1	0.4	2.8	0.3	-0.6	-7.1	-2.6
CCN(CC)C(=O)CSc1nnc(-c2cc(OC)cc(OC)c2)o1	-11.0	-0.6	6.7	-20.9	-1.4	-2.0	0.0	-0.9	-3.5	0.2
CCN(C(=O)COC(=O)/C=C/c1c(C)nn(Cc2ccc(C)cc2)c1C)C1CCS(=O)(=O)C1 (centres undefined)	-1.4	-1.0	-0.7	-8.3	0.5	-1.4	-1.1	-0.5	4.0	-11.3
O=C1c2ccccc2C(=O)c2c1ccc1c(=O)n(-c3ccccc3)[nH]c21	-6.7	-1.5	3.2	10.1	-0.5	-0.4	0.7	-17.4	2.5	-4.4
O=C(NCCN1CCOCC1)c1c(O)nc2ccccn2c1=O	-3.5	-3.2	4.3	9.3	0.0	1.8	1.3	-2.4	-4.1	-4.3
COc1cc(C)nc(Oc2ccc(OCc3ccccc3)nn2)n1	-1.4	-1.4	5.4	-5.3	-0.6	-0.5	-1.4	-1.7	-4.7	-7.8
Nc1nc(-c2ccc(Cl)cc2)c(S(=O)(=O)c2ccccc2)s1	-12.2	-0.6	1.3	5.2	-2.0	-2.8	1.2	-6.4	6.8	5.3
COc1ccc(S(=O)(=O)N2CCN(C(=O)c3cc(-c4ccc(Br)cc4)n[nH]3)CC2)cc1OC	-2.7	2.1	-7.5	-4.3	0.2	2.2	0.0	-2.3	16.6	0.6
Cc1ccc(NC(=O)Cn2c([N+](=O)[O-])cnc2C)cc1	-3.7	-1.0	-5.5	-5.1	-0.4	-2.8	1.9	0.8	0.9	1.6
Cc1ccc2[nH]c(=O)c(COC(=O)C3CCCO3)cc2c1 (centres undefined)	-8.6	-1.9	-1.2	1.1	-1.0	-0.5	1.2	0.6	16.5	-4.5
COc1ccc(CCNC(=O)COc2ccc(S(=O)(=O)NC(C)C)cc2Cl)cc1OC	-1.1	-0.2	-2.2	4.4	-0.3	-3.9	·	1.1	-2.2	-9.7
NC(=O)C1CCN(C(=O)c2cccc(S(=O)(=O)N3CCCC3)c2)CC1	0.6	1.3	1.1	-10.9	0.3	0.9	0.1	1.9	-9.2	-6.2
COC(=O)C1=C(C)NC(C)=C(C(=O)OC)C1/C=C/c1ccccc1	0.2	0.9	-4.0	-1.7	0.3	-5.5	1.7	2.3	-7.2	-10.7
Cc1nc(-c2cc(C#N)c(Sc3ccc(Cl)cc3Cl)nc2C)cs1	-2.1	4.0	15.8	-22.7	0.4	2.6	-1.0	-1.6	5.6	-14.1

Taken from above.
COc1cc2c(cc1OCc1ccccc1)/C(=C/C(=O)OCc1ccccc1)OC2 | LMPTP block: -0.6
CCOc1ccc(C2/C(=C(/O)c3ccc4c(c3)CC(C)O4)C(=O)C(=O)N2CC2CCCO2)cc1 (centres undefined) | MsrA inhibitor: 0.0
Cc1cc(NC(=O)c2ccc(S(=O)(=O)N(C)CC3CCCO3)cc2)no1 (centres undefined) | Tb MetRS inh: -0.7
COc1ccc(/C=N/Nc2cc(C)nc(-n3nc(C)cc3C)n2)cc1 | LMPTP block: 1.3

Assay outcomes from PubChem.
